STAT1 blocker: inhibitors of IFN-gamma induced STAT1 signaling; inhibition, % at 5.5 µM; NIH 3T3 STAT1-luciferase reporter, luminescence; actives 0.35% (n = 200,000); AID 920;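 active = inhibition above a set limit, the mean inhibition across all tested compounds plus 3 SD, cut at about 34% in these data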;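 also: 0% = IFN-gamma with DMSO and 100% = IFN-gamma with 300 µM nifuroxazide; values of inactives mirror those of a sister screen read the other way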
PPARg SRC3 recr: promotes SRC-3 coactivator recruitment by human PPARgamma; P37231; activation, % at 8 µM; AID 731; actives 0.26% (n = 200,000); biochemical PPARgamma/SRC-3 coactivator recruitment assay; in the data active = activation above about 23%;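 also: 0% = DMSO and 100% = reference agonist; some compounds past the cut are filed as inactive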
Target sequence (P37231 whole entry, looked up): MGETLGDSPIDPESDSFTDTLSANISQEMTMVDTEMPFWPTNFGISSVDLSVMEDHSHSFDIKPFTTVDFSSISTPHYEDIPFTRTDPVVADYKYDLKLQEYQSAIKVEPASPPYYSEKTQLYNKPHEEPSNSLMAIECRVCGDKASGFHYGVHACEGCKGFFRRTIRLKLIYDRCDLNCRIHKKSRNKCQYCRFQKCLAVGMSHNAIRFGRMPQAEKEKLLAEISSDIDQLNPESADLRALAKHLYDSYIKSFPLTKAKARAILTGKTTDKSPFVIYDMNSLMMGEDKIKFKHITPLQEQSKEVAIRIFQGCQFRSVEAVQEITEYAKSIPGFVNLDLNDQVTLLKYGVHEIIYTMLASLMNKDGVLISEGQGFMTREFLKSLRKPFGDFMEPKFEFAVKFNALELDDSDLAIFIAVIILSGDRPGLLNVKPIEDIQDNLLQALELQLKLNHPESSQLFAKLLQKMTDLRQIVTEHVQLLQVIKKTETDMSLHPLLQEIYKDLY
PPARg SRC1 recr: PPARgamma-driven SRC-1 recruitment agonism; P37231; PPARgamma-SRC-1 coactivator recruitment biochemical assay; activation, % at 8 µM; actives 0.41% (n = 200,000); AID 631; in the data active = activation above about 19%;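 also: 0% = DMSO and 100% = reference agonist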
bIAP inh: intestinal alkaline phosphatase (bovine) inhibition | inhibition, % at 20 µM | AID 1019 | 190,000 tested, under 10 active | purified bovine IAP, CDP-star luminescence, 30 min;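 active = over 50% inhibition of intestinal alkaline phosphatase at 20 µM in the single-dose screen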
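test system = bovine IAP enzyme | medium = DEA buffer 100 mM, pH 9.8, with MgCl2 1.0 mM, ZnCl2 0.02 mM | detection = luminescence | dosing = single compound dose of 20 µM, 2% DMSO final | incubation = 30 min reaction at room temperature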
SRC2 TRFRET art: TR-FRET artefact, counter-screen to PPARgamma/SRC-2 agonist assay; hits give high values; TR-FRET ratio at 8 µM; actives 0.4% (n = 200,000); in the data active = TR-FRET ratio above about 2000; also: inactives centre near 1500
TNAP act hiacc: increases human TNAP activity under high phosphate acceptor concentration. P05186. purified TNAP, CDP-star luminescence, 1 M DEA, 30 min; hits give high values; 0 = EDTA background, 1 = DMSO-only activity. activation factor at 20 µM. 200,000 tested, under 10 active. AID 1136;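 active = activation factor at least 2 at 20 µM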
Target sequence (P05186 whole entry, looked up): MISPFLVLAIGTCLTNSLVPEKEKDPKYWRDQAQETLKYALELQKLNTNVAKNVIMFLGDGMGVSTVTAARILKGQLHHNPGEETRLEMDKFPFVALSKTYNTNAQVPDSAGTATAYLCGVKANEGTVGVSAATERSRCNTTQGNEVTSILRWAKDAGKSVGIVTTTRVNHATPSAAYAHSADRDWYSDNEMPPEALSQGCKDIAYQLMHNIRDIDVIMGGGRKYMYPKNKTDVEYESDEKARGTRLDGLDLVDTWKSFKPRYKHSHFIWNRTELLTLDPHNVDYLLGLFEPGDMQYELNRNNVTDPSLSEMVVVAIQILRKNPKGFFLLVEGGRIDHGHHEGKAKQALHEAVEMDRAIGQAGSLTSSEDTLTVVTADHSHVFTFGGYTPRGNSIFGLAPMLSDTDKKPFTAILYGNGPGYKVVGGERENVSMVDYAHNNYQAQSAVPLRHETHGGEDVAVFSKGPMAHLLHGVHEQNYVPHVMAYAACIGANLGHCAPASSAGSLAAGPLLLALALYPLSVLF
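Measured by: Luminescent substrate turnover signal | Test system: Human TNAP | Input: TNAP 1/800 final | Dosing: 20 µM single point | Schedule: 30 min, room temperature | Controls: EDTA wells as negative control, DMSO wells as positive control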
STAT3 blocker: reduces IL-6 driven STAT3 reporter signal; U3A cells, IL-6 STAT3-luciferase reporter, luminescence; host cell line lacks STAT1; inhibition, % at 5.5 µM; actives 0.89% (n = 190,000); AID 862;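 active = inhibition above the mean inhibition across all screened compounds plus 3 SD, cut at about 44% in these data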;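 also: 0% = DMSO only wells and 100% = 100 µM nifuroxazide control wells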
bIAP activator: intestinal alkaline phosphatase (bovine) activation; activation factor at 20 µM; actives 0.17% (n = 200,000); purified bovine IAP, CDP-star luminescence, 30 min; hits give high values; fold of DMSO-control signal, blank-subtracted;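 active = activation factor of 2 or more at 20 µM, a signal rise over negative controls twice the positive control's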
ROMK mod: human ROMK K+ channel modulation, primary screen. P48048. AID 1918. Tet-inducible ROMK, thallium flux fluorescence; actives lie on both sides. B-score at 10 µM. actives 2% (n = 130,000);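 active = signal ratio slope over the read window, or its plate-corrected B-score, at least 3 SD from the plate mean, either direction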;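 also: B-score of the F/F0 ratio slope over 7 to 12 s after thallium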
STAT3 activator: STAT3 signaling activation | U3A cells, IL-6 STAT3-luciferase reporter, luminescence; 100% = signal with IL-6 EC80 alone | activation (% of control), % at 5.6 µM | actives 0.91% (n = 190,000) | AID 871;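 active = activation above the screen-wide mean of compound activation plus 3 SD, cut at about 130% in these data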;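 also: 0% = background luminescence of wells with medium and substrate only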
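Material: human STAT1-deficient U3A cells with stable STAT3-luciferase reporter / Probe or stimulus: IL-6 stimulus at 33 ng/mL final / Schedule: 1 h compound pre-exposure, 6 h IL-6 stimulation, 37 °C / Technique: luminescence / Read-out basis: percent of IL-6-only median luminescence / Control set: IL-6-only high control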
PPARg SRC-2 ag: agonists of SRC-2 recruitment by human PPARgamma | P37231 | PPARgamma LBD-SRC-2 recruitment, biochemical | activation, % at 8 µM | actives 0.34% (n = 200,000); in the data active = activation above about 22%;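 also: 0% = vehicle and 100% = reference agonist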
Active calls of the source: *; x = not tested or not shown; & = joins results of further samples.

SMILES | STAT1 blocker | PPARg SRC3 recr | PPARg SRC1 recr | bIAP inh | SRC2 TRFRET art | TNAP act hiacc | STAT3 blocker | bIAP activator | ROMK mod | STAT3 activator | PPARg SRC-2 ag
Cc1ccc(C2C(=O)N(C3CCC(C)CC3)CC(=O)N2C2CC2)cc1 (centres undefined) | -0.2 | 6.1 | 3.5 | 0.9 | 1629 | 1 | 4.0 | 1 | x | 101.1 | 1.5
O=C(CSc1nnnn1-c1ccc2c(c1)OCCO2)N1CCN(C(=O)c2ccco2)CC1 | 4.6 | 6.1 | 0.7 | -11.6 | 1464 | 1 | 5.8 | 1.1 | 0.518 | 98.8 | 0.0
CN(CC(=O)O)S(=O)(=O)c1ccc(F)cc1 | 1.3 | 5.3 | -0.7 | 11.1 | 1537 | 1 | 1.9 | 0.9 | x | 101.6 | -2.6
Cc1ccc(N(Cc2cc3ccccc3[nH]c2=O)S(C)(=O)=O)cc1 | -0.5 | -1.2 | -11.7 | -4.7 | 1605 | 1 | -0.5 | 1 | x | 103.4 | -3.2
O=C(/C=C/c1ccc([N+](=O)[O-])cc1)NCCc1ccccc1 | -0.6 | 2.6 | 1.9 | 8.8 | 1550 | 1.1 | 14.4 | 0.9 | -1.01 | 93.2 | 6.1
CC(C)CN(C(=O)CN1CCN(c2cccc(Cl)c2)CC1)c1c(N)n(CC(C)C)c(=O)[nH]c1=O | 3.9 | 0.5 | -5.0 | -18.9 | 1368 | 1 | 9.7 | 1.2 | -0.67 | 98.9 | 1.9
COC(=O)C1CCN(C(=O)COC(=O)CC(NC(C)=O)c2ccccc2)CC1 (centres undefined) | 2.4 | -2.2 | 5.3 | -6.2 | 1411 | 0.9 | 1.9 | 1.1 | -0.0811 | 98.7 | 5.8
O=C(COc1ccccc1)Nc1nnc(-c2ccccc2)o1 | -0.9 | -1.0 | -1.1 | 8.9 | 1607 | 1.1 | 9.7 | 0.9 | x | 96.0 | 1.2
CCC(C)c1ccccc1NC(=O)Cc1coc2cc3c(cc12)CCC3 (centres undefined) | 8.5 | -3.0 | 4.4 | 4.6 | 1722 | 1.1 | -5.3 | 1 | 1.44 | 104.5 | 8.0
CCOC(=O)CSc1ccccn1 | 3.7 | 5.2 | -2.2 | -1.5 | 1724 | 1 | 18.1 | 1 | -0.519 | 88.7 | 12.1
O=C(CN1C(=O)c2ccccc2C1=O)N1CCN(c2ccccc2)CC1 | -1.4 | 0.3 | 5.0 | 6.9 | 1589 | 1.1 | 2.4 | 0.9 | 0.688 | 100.6 | 10.3
C(=N\n1cnnc1)/c1ccc(N2CCOCC2)s1 | -4.2 | -1.3 | 6.4 | 7.3 | 1707 | 1 | 0.4 | 0.9 | x | 105.2 | 2.9
CC1Cc2ccccc2N1C1=CC(=O)CCC1 (centres undefined) | 13.3 | -1.3 | -1.2 | -8.0 | 1468 | 1 | 2.9 | 1.1 | 0.0345 | 98.9 | 2.3
Cc1ccc(-n2c(C)cc(/C=N/NC(=O)c3ccc(CN4CCOCC4)cc3)c2C)cc1 | -2.1 | -12.2 | -2.2 | -17.6 | 1457 | 1 | 15.3 | 1.2 | x | 94.0 | -6.8
COc1ccc(-c2cn(-c3ccccc3)c3[n+]2CCS3)cc1 | 16.2&22.4 | 1.6&1.1 | -4.5&-0.6 | -24.2&-74.4 | 1436&1659 | 1&1 | -11.4&17.4 | 1.2&1.7 | -0.0916&0.746 | 110.0&85.4 | -4.8&8.6
N#C/C(=C/c1ccc(-c2ccc(S(N)(=O)=O)cc2)o1)c1nc2ccccc2s1 | -3.8 | 0.8 | 9.8 | -4.2 | 1632 | 0.8 | 10.8 | 1 | 0.177 | 93.6 | 6.5
COCc1nc(-c2ccc(-c3ccc(OC)cc3)nc2OC)no1 | -13.9 | -2.5 | 0.2 | 5.4 | 1678 | 1 | 3.2 | 0.9 | x | 97.5 | 1.4
CSc1nc(-c2ccccc2)nn1C(=O)c1ccc(C)cc1 | 3.5 | -0.3 | 4.2 | 2.3 | 1478 | 1 | 7.6 | 1 | x | 95.2 | 6.9
CCOC(=O)CCC(=O)NCc1ccc2[nH]c(C)cc2c1 | 0.9 | 8.7 | 5.9 | 14.4 | 1577 | 1.1 | 3.7 | 0.9 | x | 102.0 | -4.4
O=C1C2CCCN2C(c2cccs2)N1c1ccc(F)cc1 (centres undefined) | 1.8 | 1.8 | 7.5 | -19.2 | 1589 | 0.9 | 5.5 | 1.2 | -0.00433 | 99.7 | 1.9
COc1ccc(Cn2c(CCC(=O)Nc3ccccc3)nc3cccnc32)cc1 | 7.7 | 7.2 | 1.2 | 1.1 | 1559 | 1 | 5.2 | 1 | x | 97.0 | 14.0
CCOc1ccc(-n2c(Cc3cc(=O)[nH]c(=O)[nH]3)nnc2SC(C)C)cc1 | -1.5 | 9.4 | 2.5 | 3.8 | 1499 | 1.1 | 7.7 | 1 | x | 98.0 | 2.3
CN(CCCN1CCCCC1)C(=O)CCc1nnc(C2CCCCC2)o1 | -5.8 | -5.5 | 0.7 | 2.8 | 1559 | 1.1 | -0.9 | 1 | 0.467 | 105.4 | -4.5
CC(C)c1ccc(NC(=O)CCNS(=O)(=O)c2cccc3nonc23)cc1 | 10.3 | -3.5 | -3.0 | 6.3 | 1486 | 1.1 | -0.9 | 0.9 | -0.335 | 100.4 | 8.7
O=C1/C(=C\c2cccnc2)Sc2ccccc21 | 10.4 | 9.4 | 6.8 | 20.8 | 1677 | 0.9 | -1.6 | 0.8 | x | 100.5 | 9.0
COc1ccc(C(C)NC(=O)Cc2ccc(Br)cc2)cc1 (centres undefined) | 1.7 | -2.7 | -6.7 | 8.5 | 1470 | 1 | -3.2 | 0.9 | -0.199 | 100.5 | -3.1
CC(=O)Nc1ccc(NC(=S)Nc2ccccc2)cc1 | 2.6 | -9.3 | 3.0 | 8.6 | 1431 | 1 | 5.8 | 0.9 | x | 103.2 | -6.1
Cc1nnc(SCC(=O)NCc2ccc3c(c2)OCO3)s1 | 0.0 | -0.1 | -4.4 | 2.5 | 1451 | 1 | 1.9 | 1 | 0.842 | 101.5 | -1.3
CC(CN(C)Cc1ccccc1)OC(=O)C1COc2ccccc2O1 (centres undefined) | 3.7 | 12.8 | 8.5 | -5.6 | 1601 | 1 | 12.4 | 1.1 | x | 96.9 | 9.8
O=C(CSc1n[nH]c(-c2ccccc2Br)n1)NC(=O)NCc1ccco1 | 4.4 | -6.5 | 1.6 | 13.1 | 1564 | 1 | 18.8 | 0.9 | x | 89.1 | 6.2

Sorted by count of non-hydrogen atoms (smallest number first): part of the list above.
SMILES | STAT1 blocker | PPARg SRC3 recr | PPARg SRC1 recr | bIAP inh | SRC2 TRFRET art | TNAP act hiacc | STAT3 blocker | bIAP activator | ROMK mod | STAT3 activator | PPARg SRC-2 ag
CCOC(=O)CSc1ccccn1 | 3.7 | 5.2 | -2.2 | -1.5 | 1724 | 1 | 18.1 | 1 | -0.519 | 88.7 | 12.1
Cc1ccc(N(Cc2cc3ccccc3[nH]c2=O)S(C)(=O)=O)cc1 | -0.5 | -1.2 | -11.7 | -4.7 | 1605 | 1 | -0.5 | 1 | x | 103.4 | -3.2
O=C(CSc1nnnn1-c1ccc2c(c1)OCCO2)N1CCN(C(=O)c2ccco2)CC1 | 4.6 | 6.1 | 0.7 | -11.6 | 1464 | 1 | 5.8 | 1.1 | 0.518 | 98.8 | 0.0

Other structures:
SMILES | STAT1 blocker | PPARg SRC3 recr | PPARg SRC1 recr | bIAP inh | SRC2 TRFRET art | TNAP act hiacc | STAT3 blocker | bIAP activator | ROMK mod | STAT3 activator | PPARg SRC-2 ag
Cc1c(Cc2ccccc2)c(=O)oc2c(C)c(OCc3nn[nH]n3)ccc12 | -5.6 | 0.7 | 5.9 | 0.3 | 1429 | 1 | 7.8 | 1 | x | 98.5 | -4.4
CCCCOc1ccc(C2C(=O)N(C3CCCCC3)CC(=O)N2CC2CCCO2)cc1 (centres undefined) | 6.8 | 0.4 | 5.2 | -12.3 | 1476 | 1 | 1.7 | 1.1 | x | 108.5 | 0.2
COc1cc(C(=O)Nc2cnc(NC(=O)C(C)C)cc2C)cc(OC)c1OC | 6.4 | -2.9 | 6.8 | x | 1451 | x | 5.5 | x | 0.287 | 98.7 | 3.7
COc1ccc(CCC(=O)Nc2nc3ccccc3[nH]2)cc1 | -15.8 | -3.2 | 4.0 | -0.2 | 1608 | 1 | -15.7 | 1 | 0.645 | 111.5 | 2.6
Cc1cnc(NC(=O)c2sc3ccccc3c2Cl)s1 | -64.9 | -0.9 | 5.5 | 25.1 | 1742 | 1 | 63.9* | 0.7 | 0.481 | 46.2 | 3.8
CCCCN(C)C(=O)C1CCN(Cc2ccc(OCc3ccccc3)cc2)CC1 | 5.6 | -12.0 | -2.0 | 13.1 | 1577 | 1.1 | 3.7 | 0.9 | -4.43* | 98.1 | 3.1
COc1ccc(-n2cnnc2SCC(=O)NC2CCCc3ccccc32)cc1 (centres undefined) | 9.2 | -3.7 | -11.6 | 9.5 | 1453 | 1.1 | 1.9 | 0.9 | x | 98.3 | -12.4
CC1CCN(c2ccc(C(=O)Nc3ccc4c(c3)OCO4)cc2[N+](=O)[O-])CC1 | 0.3 | -0.1 | -5.3 | -72.3 | 1429 | 1 | -3.5 | 1.7 | 0.022 | 101.0 | -2.5
O=C(O)C1Cc2[nH]cnc2C(c2cccc([N+](=O)[O-])c2)N1 (centres undefined) | -6.7 | -4.1 | 3.6 | -1.9 | 1716 | 1.1 | -1.2 | 1 | -0.178 | 106.2 | -1.1
COc1ccc(Nc2nc(-c3cccs3)nc3ccccc23)c(OC)c1 | -3.9 | -2.0 | -4.9 | 6.9 | 1490 | 1 | 7.5 | 0.9 | 1.01 | 96.8 | -2.2
COc1ccc(Nc2cc(C)nc3nc(C)nn23)cc1Cl | -3.9 | -2.8 | 4.1 | -11.2 | 1634 | 1 | 7.5 | 1.1 | x | 97.8 | -4.5
c1ccc(SCc2nc(-c3cccnc3)no2)cc1 | -38.0 | -8.8 | -2.8 | 5.1 | 1623 | 1 | 6.5 | 0.9 | -0.00446 | 95.8 | 9.3
CCc1cccc(CC)c1NC(=O)COC(=O)Cc1ccsc1 | -4.8 | -1.4 | 4.9 | 25.6 | 1521 | 1 | -6.1 | 0.7 | x | 100.8 | 2.1
CCOC(=O)C1=NN(c2ccccc2)C(=O)/C1=C\c1ccc(N(C)C)cc1 | 3.4 | -3.8 | -7.1 | 35.9 | 1444 | 1 | 2.3 | 0.6 | x | 104.2 | -0.1
c1ccc(Cn2nnnc2CN2CCN(Cc3ccc4c(c3)OCO4)CC2)cc1 | 1.4 | -14.1 | -5.0 | 1.9 | 1424 | 1 | 11.4 | 1 | x | 98.6 | 0.5
Cc1ccc2cc(N)ccc2n1 | 1.0 | 5.0 | 0.6 | -11.7 | 1504 | 1 | 20.2 | 1.1 | 0.436 | 84.4 | -2.3
CCOc1ccc(NC(=O)C2CCCN(C(=O)NCc3ccccc3)C2)cc1 (centres undefined) | 1.2 | -0.4 | 1.4 | 3.1 | 1635 | 1.1 | -3.2 | 1 | x | 105.3 | 6.0
